Screens as filed in PubChem.
OX1R FRET antag: OX1R (human) antagonism; 1.8% of 330,000 active; inhibition, % at 6.6 µM; OX1R-expressing cells, FRET antagonist read-out; in the data active = inhibition mostly above about 38%, no sharp cut-off; inactive = mostly below about 40%;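 note: 0% = agonist challenge alone and 100% = reference antagonist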
Target sequence (O43613 whole entry, looked up): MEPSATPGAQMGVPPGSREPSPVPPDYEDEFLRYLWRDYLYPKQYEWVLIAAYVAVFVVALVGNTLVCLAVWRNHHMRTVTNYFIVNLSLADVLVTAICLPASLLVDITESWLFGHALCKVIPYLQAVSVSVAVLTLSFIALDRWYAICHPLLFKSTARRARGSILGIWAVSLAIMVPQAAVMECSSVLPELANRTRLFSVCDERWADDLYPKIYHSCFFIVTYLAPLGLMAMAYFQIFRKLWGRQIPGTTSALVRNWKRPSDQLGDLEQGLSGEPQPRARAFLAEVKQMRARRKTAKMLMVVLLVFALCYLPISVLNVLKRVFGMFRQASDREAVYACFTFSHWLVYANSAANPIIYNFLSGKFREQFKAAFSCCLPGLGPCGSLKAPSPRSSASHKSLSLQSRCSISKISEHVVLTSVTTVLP
STK33 inh: inhibitors of human STK33 kinase. purified STK33, MBP phosphorylation, ADP-Glo luminescence. inhibition, % at 10 µM. 0.073% of 320,000 active;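 active = inhibition at or above 25%, using the most active replicate where run in duplicate; inactive = inhibition below 25%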
Target sequence (Q9BYT3 whole entry, looked up): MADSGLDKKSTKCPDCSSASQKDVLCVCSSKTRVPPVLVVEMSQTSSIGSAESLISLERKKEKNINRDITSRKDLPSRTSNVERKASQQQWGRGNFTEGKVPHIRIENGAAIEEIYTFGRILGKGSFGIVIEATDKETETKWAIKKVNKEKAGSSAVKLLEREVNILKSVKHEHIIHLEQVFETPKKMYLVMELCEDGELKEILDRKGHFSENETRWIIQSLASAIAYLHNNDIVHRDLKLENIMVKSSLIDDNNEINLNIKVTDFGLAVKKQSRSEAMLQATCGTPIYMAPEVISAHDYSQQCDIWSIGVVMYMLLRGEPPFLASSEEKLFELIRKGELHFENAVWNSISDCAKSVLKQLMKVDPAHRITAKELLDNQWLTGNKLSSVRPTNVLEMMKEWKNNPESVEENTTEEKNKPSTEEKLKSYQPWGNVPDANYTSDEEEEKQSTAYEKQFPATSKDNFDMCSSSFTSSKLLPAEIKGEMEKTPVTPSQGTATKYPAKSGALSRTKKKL
* hit, by the source's call; . = not tested or not shown.

The opening 7 compounds (preview)
SMILES	OX1R FRET antag	STK33 inh
CCC(Cc1ccccc1)NC(=O)CN1C(=O)CSc2ncccc21 (stereo not drawn)	4	-0.8
c1ccc(CCNC2=NCCCS2)cc1	14	-1.2
CCOC(=O)C1CCCN(CC(=O)NC2=Nc3ccccc3N=C(C)C2c2ccccc2)C1 (stereo not drawn)	22	0.4
O=C(CSc1nncn1-c1ccccc1)Nc1c(F)cccc1F	8	0.4
CCC/C(=N\NC(=O)c1cccc(C)c1)c1ccccc1	21	-2.2
Cc1cccc(C)c1OCC(=O)OCC(=O)c1ccc2c(c1)NC(=O)CO2	20	0.8
NC(=O)[C@H](Cc1cc2ccccc2s1)NC(=O)[C@@H]1CC2(CC(c3cccc(NC(=O)[C@@H]4CCC(=O)N4)c3)=NO2)CN1C(=O)c1ccccc1 (stereo partly drawn)	12	0.0

Results, from the start:
SMILES	OX1R FRET antag	STK33 inh
CCC(Cc1ccccc1)NC(=O)CN1C(=O)CSc2ncccc21 (stereo not drawn)	4	-0.8
c1ccc(CCNC2=NCCCS2)cc1	14	-1.2
CCOC(=O)C1CCCN(CC(=O)NC2=Nc3ccccc3N=C(C)C2c2ccccc2)C1 (stereo not drawn)	22	0.4
O=C(CSc1nncn1-c1ccccc1)Nc1c(F)cccc1F	8	0.4
CCC/C(=N\NC(=O)c1cccc(C)c1)c1ccccc1	21	-2.2
Cc1cccc(C)c1OCC(=O)OCC(=O)c1ccc2c(c1)NC(=O)CO2	20	0.8
NC(=O)[C@H](Cc1cc2ccccc2s1)NC(=O)[C@@H]1CC2(CC(c3cccc(NC(=O)[C@@H]4CCC(=O)N4)c3)=NO2)CN1C(=O)c1ccccc1 (stereo partly drawn)	12	0.0
CCOc1cc(C(=O)N(CC)CC(=O)Nc2c(F)cccc2F)ccc1OCC(=O)N1CCCCC1	22	-1.1
COc1ccc(CNC(=O)CN2C(=O)NC(C)(c3ccc(C(C)(C)C)cc3)C2=O)cc1 (stereo not drawn)	8	-0.4
COc1ccc(NC(=O)N(C)C[C@H]2Oc3ccc(NS(=O)(=O)c4cccs4)cc3C(=O)N([C@H](C)CO)C[C@@H]2C)cc1	5	0.0
CCN1CCN(Cc2nc3c(c(=O)[nH]c(=O)n3C)n2Cc2ccccc2Cl)CC1	3	-0.1
O=C(NCCc1nc(-c2ccccc2Cl)no1)c1ccccc1	18	0.1
COc1ccc(OC)c(NC(=O)c2cccc3c2C(=O)N(C2CCCCC2)C3)c1	4	0.2
COc1cc(S(=O)(=O)NCCCn2ccnc2)ccc1F	1	-0.1
CCCc1nc2oc(C(=O)OCC)c(N)c2c2c1COC(C)(C)C2	7	-0.4
CCOC(=O)C(O)(CC(=O)c1ccc(Cl)cc1)C(=O)OCC	6	0.0
Cc1onc(-c2ccccc2)c1C(=O)NC(C)c1ccc2c(c1)OCO2 (stereo not drawn)	25	1.1
COc1ccc(N(CC(=O)NCc2ccc(F)cc2)S(=O)(=O)c2c(C)noc2C)cc1	21	-0.5
CC(NC(=O)NC(=O)c1cccc(Cl)c1)c1ccccc1 (stereo not drawn)	26	2.4
CN(CCO)c1ccc(-c2n[nH]c(=O)c3ccccc23)cc1[N+](=O)[O-]	.	3.2
CCSc1nnc([C@H](Cc2ccccc2)NC(=O)OC(C)(C)C)o1	14	-0.2
O=S(=O)(c1cccs1)N1CN(Cc2ccco2)c2nc3ccccc3nc21	43	2.4
CC(NC(=O)COC(=O)/C(=C/c1cccs1)c1cccs1)c1ccccc1 (stereo not drawn)	15	-0.6
CC(=O)Nc1ccc(NC(=O)C(C)OC(=O)CCc2c[nH]c3ccccc23)cc1 (stereo not drawn)	21	-1.2
C[C@]12c3[nH]c4cc(-c5ccco5)ccc4c3CCN1C(=O)[C@@H](CC(=O)NCCCn1ccnc1)C[C@@H]2C(=O)N1CCOCC1	5	.
C[C@H](NC(=O)C1CCN(S(=O)(=O)c2ccccc2)CC1)C(=O)NCc1ccco1	13	-0.7
C[C@@]12C(=O)Nc3ccc(Cl)cc3C(=O)N1[C@H]1c3cc(Cl)ccc3OC[C@@H]1[C@@H]2c1ccccc1	13	-0.1
Cc1noc(/C=C/c2ccco2)c1S(=O)(=O)N1CCC(C(=O)Nc2ccc(Cl)cn2)CC1	5	-1.4
Cc1cc2cc(CNS(=O)(=O)c3ccccc3)ccc2n1C	2	1.4
Cc1cccc2c3c([nH]c12)CCN(C)C3	-4	-0.2
Cc1c(N=NC2=C(O)CC(C)(C)CC2=O)cc2c(c1[N+](=O)[O-])C(C)(C)CC2(C)C	6	-1.4
COc1cc([N+](=O)[O-])ccc1N1C(=O)C2C3C=CC(C4CC34)C2C1=O (stereo not drawn)	52	-0.5
O=C(NCCCN1CCCCC1)C1CCC(CNS(=O)(=O)c2cccc3nsnc23)CC1 (stereo not drawn)	43	.
Nc1cc(N)nc(SCC(=O)Nc2ccc3c(c2)OCCCO3)n1	-3	-2.5
Cc1c(C=Nc2ccc(S(=O)(=O)CCO)cc2)c(O)[nH]c(=O)c1C#N	14	-0.3
CSCCC(NC(=O)C1CCC(C)CC1)C(=O)NCCN1CCC(C)CC1 (stereo not drawn)	17	-0.8
CC(C)CNC(=O)COC(=O)c1cc(S(=O)(=O)N2CCCCC2)ccc1N1CCOCC1	9	1.4
COc1ccc(C2=NOC(Cn3nc(-c4ccccc4)cc3C(=O)NCc3ccc(C)cc3)C2)cc1 (stereo not drawn)	0	-1.6
CC(=O)c1ccc(NC(=O)C(C)N(C)CC(=O)Nc2ccc(Cl)cc2)cc1 (stereo not drawn)	4	-0.3
CC1=CCC2C(=O)N(c3cccc(C(=O)Nc4ccc(Cl)cc4)c3)C(=O)C2C1 (stereo not drawn)	20	-1.2
O=C1CCN(S(=O)(=O)c2ccccc2)CCN1CCOCc1ccc(C(F)(F)F)cc1	27	1.8
COc1ccc(-c2ccnc(SCC(=O)N3CCN(c4ccccc4)CC3)n2)cc1	10	-2.0
O=C(Nc1ccccc1Cl)Nn1cnnc1	.	0.0
N#Cc1cc2c(=O)n3ccccc3nc2n(-c2ccc(Cl)cc2)c1=O	49	-1.7
Cc1cccc(N2CCN(C(=O)c3cc4c(=O)n(C)c5ccccc5c4n3C)CC2)c1C	4	-1.3
CC(CO)Nc1nc(SCc2ccccc2)nc2sc3c(c12)CCC3 (stereo not drawn)	21	-1.7
CCCS(=O)(=O)N1CCCC(C(=O)N2CCN(c3ccccc3)CC2)C1 (stereo not drawn)	15	-2.5
CSc1cccc(NC(=O)COC(=O)C2CCN(S(=O)(=O)c3ccccc3)CC2)c1	3	-0.4
Nc1ccc2c(c1)nc(Cc1ccccc1)n2CCO	18	0.0
Cc1ccc(-c2n[nH]c(=S)c3ccccc23)cc1	7	-0.7
N[C@@H](Cc1ccccc1)C(=O)N1CCC(C(=O)NCC(=O)NCC(=O)O)CC1	-8	-1.2
Cc1cc(C)c(S(=O)(=O)Nn2cnnc2)c(C)c1	6	-1.2
CN1c2ccccc2N(C)C1c1ccc2c(c1)OCO2	8	-1.3
Cc1nn(CCC(=O)NCc2ccc(N(C)C)cc2)c(=O)c2nn(-c3ccccc3)c(C)c12	1	-2.2
N#CC(C#N)=C1C=CC=CN1/C(=C\c1ccco1)C(=O)c1ccc(Cl)cc1	88*	0.3
O=C(NCn1cnccc1=O)c1ccccc1	2	-1.1
COc1c(C)cc(C(=O)C2CCCN(Cc3cccc4nccnc34)C2)cc1C (stereo not drawn)	25	-1.3
COc1ccc(NC(=O)/C(C#N)=C/c2c(C)nn(-c3ccc(F)cc3)c2Cl)cc1Cl	4	-2.0
COc1cc(C2C(C(C)=O)=C(C)Nc3ncnn32)ccc1O (stereo not drawn)	17	0.0
CN1CCN(S(=O)(=O)c2cccc(C(=O)Nc3cc(Cl)ccc3N3CCOCC3)c2)CC1	4	.

Complete entries, looked up by structure:
O=C(CSc1nncn1-c1ccccc1)Nc1c(F)cccc1F across the screens: OX1R FRET antag = 8; STK33 inh = 0.4
O=S(=O)(c1cccs1)N1CN(Cc2ccco2)c2nc3ccccc3nc21 across the screens: OX1R FRET antag = 43; STK33 inh = 2.4
COc1cc(C2C(C(C)=O)=C(C)Nc3ncnn32)ccc1O (stereo not drawn) across the screens: OX1R FRET antag = 17; STK33 inh = 0.0

New compounds follow:
SMILES	OX1R FRET antag	STK33 inh
O=[N+]([O-])c1cc(S(=O)(=O)N2CCCC2)ccc1N/N=C/c1ccncc1	13	-0.9
O=C1CCc2cc(S(=O)(=O)NCc3ccccc3Cl)cc3c2N1CC3	18	-0.4
C#CCSc1nnc(-c2cccc3ccccc23)o1	16	-1.1
Cc1ccc(NC(=O)CN2C(=O)COc3ccc(S(=O)(=O)N4CCOCC4)cc32)cc1N(C)C	12	-1.2
COc1cc(/C=N/NC(=O)CCc2c(C)n[nH]c2C)cc(OC)c1OC	43	0.2
CCCC(=O)N(Cc1cccnc1)c1nc2c(OC)ccc(Cl)c2s1	1	0.5
Cc1[nH]c2ccccc2c(=O)c1CN1CCCCCC1	1	-1.3
CCc1c(C)nc(Nc2nc(C)c3ccc(OC)cc3n2)[nH]c1=O	2	0.1
COc1ccccc1C(=O)O/N=C(/C)c1ccc(N2C(=O)C3CCCCC3C2=O)cc1 (stereo not drawn)	9	-1.0
Cn1c(=O)c2ncn(CC(=O)Nc3ccc(N4CCOCC4)cc3)c2n(C)c1=O	4	-0.2
O=C(CN(C(=O)CNC(=O)c1cccs1)c1ccc(F)cc1)NC1CCCCC1	24	-0.6
CN(C)S(=O)(=O)c1cccc(-c2csc(=Nc3ccccc3)n2CCCN2CCOCC2)c1	6	-1.4
O=C(O)C1=NOC(CNC(=O)c2ccccc2Cl)C1 (stereo not drawn)	-6	-0.9
CCCS(=O)(=O)c1nc(S(=O)(=O)c2ccc(C)cc2)c(N2CCC3(CC2)OCCO3)s1	4	-1.0
CCOC(=O)N1CCN(C2=CC(=O)OC23CCCCC3)CC1	6	-1.4
Clc1ccc(-n2nnnc2SCc2cn3ccccc3n2)cc1	8	0.8
O=C(CSc1nc(-c2ccco2)cc(C(F)(F)F)n1)Nc1ccc2c(c1)CCC2	0	-1.3
C=CCNC(=O)c1ccc(N(Cc2ccccc2)S(C)(=O)=O)cc1	23	0.7
COCCn1c(SCC(=O)N2CCOCC2)nc2c(c1=O)SCC2	11	-0.7
CNC(=S)N/N=C/c1cc(C)ccc1C	-3	-0.4
O=C(/C=C/c1ccccc1)NC(NC(=S)Nc1cccc(O)c1)C(Cl)(Cl)Cl (stereo not drawn)	37	0.0
Cc1ccc(S(=O)(=O)Nc2ccc(=O)n(Cc3ccc(Cl)c(Cl)c3)c2)cc1	15	-5.4
Cn1ccsc1=NC(=O)c1ccccc1OC(F)F	1	0.7
COc1ccc2c(c1)S/C(=C\C(=O)c1ccncc1)N2C	25	-0.6
COc1ccc(OCCC(=O)NCC23CC4CC(CC(C4)C2)C3)cc1	23	0.1
CSCCC(NC(=O)c1ccccc1Cl)C(=O)NNC(=O)c1csc(N2CCOCC2)n1 (stereo not drawn)	10	-1.1
N#CCCN(C(=O)COC(=O)c1ccc2c(c1)OCO2)c1ccccc1	7	-0.8
Cc1ccccc1C(=O)NNC(=O)Cc1cccc2ccccc12	16	-0.2
COc1ccc(C(CC(=O)N2CCCC2)c2ccc(F)cc2)cc1 (stereo not drawn)	9	1.0
CCOC(=O)c1ccc(NC(=O)Oc2cc(C)c(Cl)cc2C(C)C)cc1	12	-0.7
Cc1cccc2cc(COC(=O)c3ccco3)c(=O)[nH]c12	19	-2.4
O=C(Nc1ccccc1F)c1cccc(C(=O)Nc2ccccc2F)c1	9	-1.7
CCCc1cc(C(=O)Nc2cc(OC)ccc2OC)cs1	11	1.9
COc1cccc(CN(C)C(=O)C2CSC3(C)CCC(=O)N23)c1OC (stereo not drawn)	7	0.1
Cc1ccc(-c2nn(-c3ccccc3)cc2/C=C(\C#N)C(=O)NCc2ccccc2)cc1	0	-5.2
COc1ccc(CCNC(=O)CN(CCc2ccccc2)S(C)(=O)=O)cc1OC	52	-1.8
C=CCn1cc(-c2ccccc2)cc(C#N)c1=O	26	-1.2
CCCN1CCN(C(=S)Nc2ccc([N+](=O)[O-])cc2)CC1	24	-0.6
CC1(C)CC2(CC(C)(C)NC(=O)N2)NC(=O)N1	7	-0.4
COCCNC(=O)/C(C#N)=C/c1cc(C)n(-c2ccc(C)cc2)c1C	34	0.3
CCc1nc(N2CCOCC2)c(C#N)c2c1COC(C)(C)C2	3	2.2
O=C(C(c1ccccc1)c1ccccc1)N1CCCc2ccccc21	22	10
Cn1cnnc1SCC(=O)Nc1ccccc1Oc1ccccc1	14	-0.2
COC(=O)c1cccc(NC(=O)Cc2ccsc2)c1	9	0.9
Cc1ccc(C2/C(=C(/O)c3ccc(OC(C)C)cc3)C(=O)C(=O)N2CCN2CCOCC2)cc1 (stereo not drawn)	13	0.0
CC(=O)Nc1cc(C(=O)NCc2ccco2)ccc1Sc1ccc(Cl)cc1	8	-1.3
CCNC(=S)N/N=C/c1cc(C)n(-c2ccc(Cl)cc2)c1C	15	-0.5
Cc1ccc(S(=O)(=O)N(C)C)cc1NC(=O)CSc1nncs1	4	-0.5
c1cc(-c2nn[nH]n2)ccc1CN1CCCCC1	16	-0.8
CN1CCc2c(sc(NC(=O)c3ccc(S(=O)(=O)N4CCOCC4)cc3)c2C(N)=O)C1	10	0.0
Cc1ccc2nc(SC(C)C(=O)NCc3ccc4c(c3)OCO4)[nH]c2c1 (stereo not drawn)	52	-0.1
O=C(CCc1ccccc1)N1CCN(c2ccccc2F)CC1	30	0.0
O=C(NCCCn1ccnc1)c1ccc(-c2cccc(Cl)c2Cl)o1	7	-1.8
CC1CCC/C(=C\Nc2ccc(C(=O)O)c(O)c2)C1=O (stereo not drawn)	15	-0.6
COc1ccc(Cc2nc3ccc(C(=O)NCc4cc(C)no4)cc3o2)cc1OC	7	-1.7

Not a hit list; overall some 1.8% were active at least once.
